# Abs 340nm = compound light absorbance at 340 nm, profiling panel, artefact control, biochemical, MLSMR library, data from PS, PMK, MK assays; AID 708, 2007; compound absorbance at 340 nm, fold over control; 65,000 tested, under 10 active; fold change at 10 µM;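 active = at 10 µM dose, initial 340 nm absorbance at least 2 fold that of control wells; inactive = change under 2 fold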;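 note: initial absorbance extrapolated from kinetic A340 decline of NADH oxidation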
# 5HT1E antag = 5-HT1E receptor antagonists, primary screen, cell-based, HTS | 5-hydroxytryptamine receptor 1E (Homo sapiens), P28566 | CHO 5-HT1E Ga15 NFAT-bla reporter, FRET, antagonist | inhibition, % at 6 µM | hit rate 0.99% among 65,000 | AID 571, 2007;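 active = inhibition above a set limit, the mean inhibition across every tested compound plus 3 SD, cut at about 29% in these data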;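 note: signal is the 460 over 535 nm emission ratio of beta-lactamase substrate; 0% = agonist plus DMSO wells and 100% = wells without agonist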
# Target sequence (P28566 whole entry, looked up): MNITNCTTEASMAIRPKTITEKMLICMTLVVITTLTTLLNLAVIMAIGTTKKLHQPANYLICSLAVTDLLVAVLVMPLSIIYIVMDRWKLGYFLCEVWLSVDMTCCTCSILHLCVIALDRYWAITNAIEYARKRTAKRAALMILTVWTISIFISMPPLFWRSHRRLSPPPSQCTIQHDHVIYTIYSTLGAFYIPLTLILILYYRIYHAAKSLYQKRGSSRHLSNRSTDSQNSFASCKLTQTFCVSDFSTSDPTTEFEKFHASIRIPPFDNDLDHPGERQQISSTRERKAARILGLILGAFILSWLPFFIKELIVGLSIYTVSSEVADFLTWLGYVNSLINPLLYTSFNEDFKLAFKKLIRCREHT
# HER2 expr 66K = inhibitors of Her2 protein expression, primary screen, SKBR-3 cells, AlphaScreen, 66K library; SKBR-3 HER2 protein level, 18-24 h; hits give low values; HER2 level % of control, % at 10 µM; hit rate 0.69% among 65,000; AID 645, 2007;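 active = HER2 level under 5% of the carrier-only control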;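 note: 100% = DMSO carrier and 0% = 500 nM PU-H71 HSP90 inhibitor; lower value means stronger loss of Her2 protein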
# MMP-13 inhibitor = human MMP13 inhibitors, primary screen, biochemical, FRET peptide cleavage | MMP-13 fTHP FRET cleavage, Mca fluorescence | hit rate 0.07% among 65,000 | inhibition, % at 4 µM | AID 570, 2006;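 active = inhibition above the mean of compound-free control plate wells plus 3 SD, cut at about 14% in these data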;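 note: 0% = DMSO wells and 100% = wells with reference MMP-13 inhibitor after basal subtraction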
# 5-HT1A blocker = human 5-HT1a receptor antagonists, primary screen, cell-based, CHO, Ga15 NFAT-bla reporter; inhibition, % at 10 µM; 5-hydroxytryptamine receptor 1A (Homo sapiens), P08908; CHO 5-HT1a Ga15 NFAT-bla reporter, antagonist mode; hit rate 0.68% among 62,000;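 active = inhibition above the mean of all tested compounds plus 3 SD, cut at about 43% in these data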;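 note: receptor stimulated by 5-CT agonist at 100 nM near EC80; beta-lactamase reporter measured by ratiometric fluorescence of a cleavable substrate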
# S1P1 ag-PAM = S1P1 agonists and agonism potentiators, primary screen, cell-based, primary and confirmation screens, CRE-bla reporter; S1P1 CRE-bla cells, forskolin, beta-lactamase FRET, potentiator mode; S1P1 agonist co-added at EC20, 2 nM; 100% = saturating reference agonist, 0% = basal; Sphingosine 1-phosphate receptor 1 (Homo sapiens), P21453; AID 449, 2006; hit rate 0.57% among 56,000; activation, % at 9.5 µM;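 active = activation above a cutoff set at the mean activation of all tested compounds plus 3 SD, cut at about 54% in these data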;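 note: forskolin at 4 µM as EC80 and the EC20 agonist is SEW2871; 100% = SEW2871 at its EC100 plus forskolin at EC80; some compounds past the cut are filed as inactive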
# Fluor 339 460 = intrinsic fluorescence of library compounds, ex339/em460 – biochemical, MLSMR library, data from DPM-DC assay, artefact control, profiling panel; compound autofluorescence, ex339/em460 nm, NADH buffer; hits give high values; 1 = no-compound wells, NADH background; fluorescence fold increase at 10 µM; hit rate 5.5% among 65,000; AID 709, 2007;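 active = at 10 µM, mean starting fluorescence two-fold or more over control wells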;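 note: signal is the first read of a kinetic run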
# S1P3 ag = human S1P3 receptor agonists, primary screen, cell-based, primary and confirmation, NFAT-BLA reporter | S1P3 NFAT-BLA reporter cells, agonism, FRET ratio; relative to 1 µM S1P, basal subtracted | hit rate 0.1% among 60,000 | activation, % at 4.5 µM | AID 373, 2006;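 active = activation above the screen-wide mean plus 3 SD, cut at about 4.5% in these data, passing the limit was not always enough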; note: some compounds called inactive have numbers as strong as hits
# Target sequence (Q99500 whole entry, looked up): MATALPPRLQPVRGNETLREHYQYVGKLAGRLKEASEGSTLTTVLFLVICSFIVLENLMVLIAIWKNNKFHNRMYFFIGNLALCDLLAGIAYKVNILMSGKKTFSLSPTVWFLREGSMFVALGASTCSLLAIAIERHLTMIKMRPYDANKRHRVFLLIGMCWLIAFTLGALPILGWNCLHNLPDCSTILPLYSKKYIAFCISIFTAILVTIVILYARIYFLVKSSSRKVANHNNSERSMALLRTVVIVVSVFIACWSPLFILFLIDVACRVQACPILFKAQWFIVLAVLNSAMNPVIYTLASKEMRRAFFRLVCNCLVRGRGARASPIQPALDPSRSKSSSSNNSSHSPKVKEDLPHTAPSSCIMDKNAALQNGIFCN
#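 Assay system: stable CHO line with human S1P3, Gα16, NFAT-BLA reporter; Detection: FRET β-lactamase substrate fluorescence, excitation 405 nm, 460/535 nm emission ratio, background-subtracted; Read-out: percent activation versus median 1 µM S1P response, basal-subtracted, per plate; Incubation: cells plated overnight, compound 4 h 37 °C, substrate 2 h RT.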
# HTR1E agonist = 5-HT1E receptor agonists, primary screen, cell-based, HTS. 5-hydroxytryptamine receptor 1E (Homo sapiens), P28566. AID 574, 2007. hit rate 0.69% among 65,000. activation, % at 6 µM. CHO 5-HT1E Ga15 NFAT-bla reporter, FRET; 0% DMSO wells, 100% control agonist wells;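 active = activation above a set limit, the screen-wide mean activation plus 3 SD, cut at about 8.5% in these data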;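 note: 100% = positive control agonist at 1 µM giving full maximal response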
# Starred values were filed as active, the others as inactive; nt = no result given; [ ] = dose if it differs, or a comment.
SMILES,Abs 340nm,5HT1E antag,HER2 expr 66K,MMP-13 inhibitor,5-HT1A blocker,S1P1 ag-PAM,Fluor 339 460,S1P3 ag,HTR1E agonist
O=C(OCCN1CCOCC1)c1ccc(OCCN2CCOCC2)cc1,1.02,-4.5,132.4,5.9,nt,-4.1,1.11,-0.7,0.2
Cc1csc2nc(CNC(=O)C3CCCCC3)cn12,0.94,-6.5,105.2,2.6,3.3,-28.9,1.05,7.8,1.0
CN(C)CCCNC(CC(=O)Nc1ccc(Cl)cc1)C(=O)O (configuration not stated),1.02,-0.4,128.4,-1.0,13.1,-13.8,1,-1.1,-0.1
Cc1cccc(-c2noc(C3CCCCC3)n2)c1,1.01,-1.1,102.7,4.8,9.9,nt,1.11,-0.8,-1.3
CC(C)c1ccc(NC(=O)C(c2ccccc2)N2CCN(C(=O)c3ccco3)CC2)cc1 (configuration not stated),0.98,-12.7,68.0,-6.7,23.0,-10.9,1.04,0.7,-0.3
NC(=O)c1cccn1Cc1ccccc1Cl,0.99,-1.9,58.8,4.3,-3.4,nt,1.07,nt,-0.8
O=C(NCCCNCc1ccccc1)c1ccccn1,1.01,3.1,115.0,-7.9,-4.0,-5.4,1.15,-0.1,-1.5
CCCn1c(CN2CCN(c3cccc(Cl)c3)CC2)nc2c1c(=O)n(C)c(=O)n2C,1.03,-2.6,99.6,-2.5,7.9,134.8*,1.02,-0.9,0.0
c1coc(CNc2nc3nonc3nc2NCc2ccco2)c1,1.07,15.5,113.5,0.3,42.4,-4.9,1.03,0.0,-1.6
O=C(CN(C(=O)C1COc2ccccc2O1)c1ccccc1)NCC1CCCO1 (configuration not stated),1,-4.1,97.3,3.5,-17.1,-7.3,1,-0.5,-1.3
CCOc1ncccc1C(=O)OCC(=O)Nc1cc(C(=O)OC)ccc1C(=O)OC,1.02,-3.5,151.6,-1.9,3.7,nt,1.25,nt,-0.6
O=C(NC(C(=O)c1ccccc1)n1ccc(=O)[nH]c1=O)c1ccccc1 (configuration not stated),0.98,-3.0,91.2,4.9,-20.7,-11.4,1.03,-1.2,0.6
COC(=O)[C@@H](NC(=O)Nc1ccc(OC(F)(F)F)cc1)C(C)C,1,-17.4,113.7,0.7,-12.2,7.7,1.07,1.3,0.7
CCC/C(O)=C1\C(=O)CCCC1=NC(C)C(=O)O (configuration not stated),1.04,-14.4,80.3,-1.3,-18.7,-1.2,1.06,0.7,1.0
O=C(NCC(=O)N(c1cccnc1)C(C(=O)NC1CCCCC1)c1cccnc1)c1ccco1 (configuration not stated),1.01,-11.4,81.1,7.8,6.5,-19.9,1.03,-1.5,0.4
CCc1nc(OCCN(CC)CC)c2oc3ccccc3c2n1,1.06,5.3,105.2,-1.5,-4.6,0.9,1.15,0.6,0.3
O=S(=O)(O)c1nnc2sc3ccccc3n12,1,-4.1,88.5,-1.8,5.0,9.7,1.07,0.7,0.9
CC1CCc2nc(NC(=O)CN3CCN(Cc4ccc5c(c4)OCO5)CC3)sc2C1 (configuration not stated),0.98,-4.8,81.3,4.9,-5.3,21.9,1.04,-0.8,0.6
CC1CCCN(C(=O)CSc2nnc(-c3c[nH]c4ccccc34)o2)C1 (configuration not stated),0.99,2.8,113.1,2.9,9.8,36.9,1.08,-0.3,0.0
CCC(=O)N1CCc2cc(S(=O)(=O)CCC(=O)Nc3nc(C)cs3)ccc21,0.98,3.3,146.2,4.4,-0.8,-3.3,1.08,0.4,0.2
Cn1c(=O)c2cc(S(=O)(=O)NC(C(=O)NCc3cccnc3)c3ccccc3)ccc2n(C)c1=O (configuration not stated),1.04,-1.3,98.9,0.6,-4.7,-5.9,1.11,0.0,0.2
CC/C(=C\C(=O)c1ccncc1)Nc1ccc(O)cc1,1.16,-23.2,72.8,1.0,1.0,0.1,0.97,-1.2,-0.3
O=C(c1cccc2cccc(O)c12)N1CCCCC1,1.02,17.4,66.6,-4.5,3.2,16.8,1.14,-0.9,-0.5
O=C(Cc1cccs1)Nc1ccon1,1.07,-5.5,93.0,1.0,-6.0,-6.4,1.12,-0.4,-0.6
NC(=O)CSc1nc2sc3c(c2c2ncnn12)CCCC3,1.04,0.3,84.1,-2.6,-20.1,-21.0,1.17,-0.5,1.6
CC1CCCCC1NC(=O)c1ccc2c(c1)[nH]c(=O)n2C1CCCC1 (configuration not stated),0.99,10.3,109.5,-0.5,26.8,12.7,1.03,-1.1,0.8
CCCCOC(=O)C1=C(C)NC2=C(C(=O)CCC2)C1c1cc(OC)ccc1OC (configuration not stated),1.08,-0.5,119.1,-10.3,5.2,7.4,1.37,-0.6,0.2
Cc1cc(N2CCN(C(c3ccccc3)c3ccccc3)CC2)n2ncnc2n1,1.02,-3.9,100.5,-5.9,-1.8,69.5,1.19,-0.6,1.1
O=C1c2oc3ccc(F)cc3c(=O)c2C(c2ccccc2)N1CC1CCCO1 (configuration not stated),1.04,-4.4,101.3,-0.3,3.0,-6.7,1.14,-1.0,0.6
O=C(Nc1c2c(nn1-c1ccc(F)cc1)CSC2)c1ccc(S(=O)(=O)N2CCOCC2)cc1,0.97,-7.3,112.5,-1.6,-14.3,nt,1.1,nt,0.9
CC(=O)N1CCN=C1SCc1ccccc1Cl,1.01,5.8,85.2,-3.1,5.9,-8.3,1.09,-1.3,0.3
COc1ccc(C(=O)CSc2nnc(CNc3ccc(C)cc3C)o2)cc1,1,3.9,69.4,5.9,4.3,0.8,1,-1.6,0.3
Cc1c(C(=O)NCC(C)C)sc2nc(-c3ccc(F)cc3)cn12,1.02,0.4,67.4,0.2,-13.3,-33.3,0.99,-0.5,2.2
CC(=O)Nc1ccc(S(=O)(=O)Nc2ccc(NC(=O)c3ccco3)cc2)cc1,1.04,0.0,nt,6.3,1.4,20.1,1.12,-1.7,-1.0
CN1CCN(S(=O)(=O)c2cccc(S(=O)(=O)c3ccc(Cl)c(Cl)c3)c2)CC1,1.05,-0.8,nt,0.6,0.7,nt,1.1,nt,-0.1
CCN(CC)CCCNC(=O)CC1Oc2ccc(C)cc2NC1=O (configuration not stated),1.02,3.2,113.3,1.3,-3.5,-16.9,1.14,-0.2,0.4
CCCCN(C)C(=O)c1coc(=O)c2ccccc12,1,-5.4,90.0,-5.0,-13.8,-34.4,1.23,-0.4,0.9
COc1cc2c(C(=O)N3CCCc4ccccc43)cn(C)c(=O)c2cc1OC,1.09,-1.1,159.5,2.0,-2.7,nt,1.13,nt,-0.2
O=C1c2cccnc2C(=O)N1c1cccc(-c2nc3ccccc3o2)c1,1,1.9,127.1,-44.9[fluorescence artefact?],-3.4,10.4,1,-0.5,4.3
c1ccc(OCc2nnc3sc(C4COc5ccccc5O4)nn23)cc1 (configuration not stated),1.09,-0.3,70.6,-12.3,0.8,15.9,1.1,-0.8,-0.5
O=C(CSc1ccc2nnc(-c3cccc(F)c3)n2n1)NCC1CCCO1 (configuration not stated),1,4.6,84.9,-22.3,-0.8,5.8,2.1*,0.0,-0.6
CCOc1ccccc1C1CC(=O)NC(SCC)=C1C#N (configuration not stated),0.98,-0.8,99.9,7.3,7.8,16.5,1,-0.3,-0.1
CCOCCCNS(=O)(=O)c1ccc2c(c1)OCCO2,1,5.6,95.4,5.3,-0.7,-5.9,0.98,-0.2,1.0
O=C(O)c1cc2cc(Cl)cc(Cl)c2oc1=O,1.08,8.4,118.3,5.7,-2.5,5.0,1.12,-0.8,-0.1
CCCn1c(SCc2ccccc2)nc2c1c(=O)[nH]c(=O)n2C,1,6.9,91.7,5.4,-13.3,-6.9,1.11,-0.7,-0.1

# Reprinted from the entries so far for reference:
SMILES,Abs 340nm,5HT1E antag,HER2 expr 66K,MMP-13 inhibitor,5-HT1A blocker,S1P1 ag-PAM,Fluor 339 460,S1P3 ag,HTR1E agonist
CC(=O)N1CCN=C1SCc1ccccc1Cl,1.01,5.8,85.2,-3.1,5.9,-8.3,1.09,-1.3,0.3
COc1ccc(C(=O)CSc2nnc(CNc3ccc(C)cc3C)o2)cc1,1,3.9,69.4,5.9,4.3,0.8,1,-1.6,0.3

# Continuation.
SMILES,Abs 340nm,5HT1E antag,HER2 expr 66K,MMP-13 inhibitor,5-HT1A blocker,S1P1 ag-PAM,Fluor 339 460,S1P3 ag,HTR1E agonist
CCCOc1ccc(C(=O)N2CCN(c3ccc(N)cc3Cl)CC2)cc1,1.02,-2.0,95.9,0.5,-11.5,10.5,1.13,0.2,-0.2
O=C(CSc1nnnn1-c1ccc(F)cc1)NC1CCCCC1,1.08,-5.8,148.9,4.6,3.9,nt,1.12,-0.7,0.6
COC(=O)CC1=NC(=O)CS1,1.06,0.3,63.7,2.3,nt,-10.1,1.13,-3.6,0.2
C/C=C/c1ccc(OCCCCN2C(=O)NC(C)(C)C2=O)c(OC)c1,1.07,-0.5,90.5,3.2,1.3,nt,1.1,-0.5,0.9
Cc1ccc(NC2=NC(c3ccco3)n3c(nc(C)cc3=O)N2)c(C)c1 (configuration not stated),1.05,7.6,103.8,3.6,7.0,-4.0,1.1,0.3,0.4
CC(C)Sc1nc(NCc2ccco2)c2c3c(sc2n1)COC(C)(C)C3,1.06,10.4,81.4,-44.7,16.2,nt,2.03*,nt,5.8
Cc1cc(C)n2nc(C(=O)OCCOc3ccc(F)cc3)nc2n1,0.98,-1.8,95.8,1.0,-12.4,-13.1,1.11,0.2,0.5
CN1C(=O)CC(N2CCC(C(N)=O)(N3CCCCC3)CC2)C1=O (configuration not stated),0.97,-7.0,73.4,-4.6,-3.8,-3.9,1.92,-0.4,1.5
Nc1nnc(SCCN2C(=O)c3ccccc3S2(=O)=O)s1,0.99,1.3,74.5,-1.3,-1.5,0.5,1.1,-0.5,0.1
O=P(c1ccc2c(c1)OCCO2)(N1CCOCC1)N1CCOCC1,1.02,-10.1,126.6,2.2,6.2,-3.3,1.13,-1.4,0.0
Cn1nccc1C(=O)Nc1ccccc1C(=O)O,0.92,17.4,120.9,-2.1,nt,0.0,1.06,-2.5,-0.1
CS(C)(=O)=NS(=O)(=O)c1ccc(Cl)cc1,0.99,-6.7,95.2,-2.5,-2.4,1.0,1.05,0.0,0.2
O=S(=O)(Nc1ncccn1)c1ccc(Nc2ncnc3ccccc23)cc1,1.08,-10.1,93.0,-5.7,-6.6,-4.9,0.99,-0.1,0.0
CCOc1ccc(N(CC(=O)NCc2ccc(OC)cc2)S(=O)(=O)c2c(C)noc2C)cc1,0.99,-0.2,106.3,4.6,3.7,-20.6,1.09,0.1,-0.2
